Screening data deposited in PubChem BioAssay by several laboratories.
HDAC3 inh – human HDAC3 inhibition. 320,000 compounds, 0.15% hits. inhibition, % at 8.3 µM. recombinant HDAC3, fluorogenic peptide/trypsin coupled, fluorescence; in the data active = inhibition above about 26%, passing the limit was not always enough
Target sequence (O15379 whole entry, looked up): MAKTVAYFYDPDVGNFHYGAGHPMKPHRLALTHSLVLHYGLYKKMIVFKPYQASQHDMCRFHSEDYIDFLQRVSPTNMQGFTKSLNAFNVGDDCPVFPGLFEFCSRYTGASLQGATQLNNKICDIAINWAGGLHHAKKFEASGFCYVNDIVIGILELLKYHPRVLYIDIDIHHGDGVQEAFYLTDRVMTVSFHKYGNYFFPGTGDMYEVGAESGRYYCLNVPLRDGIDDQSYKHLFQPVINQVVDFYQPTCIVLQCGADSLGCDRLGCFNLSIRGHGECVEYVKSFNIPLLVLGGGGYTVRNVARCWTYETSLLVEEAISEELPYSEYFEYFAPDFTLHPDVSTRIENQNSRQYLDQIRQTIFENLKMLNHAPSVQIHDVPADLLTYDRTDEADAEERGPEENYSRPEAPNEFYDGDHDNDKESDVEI
DYRK1A inh – blocks rat Dyrk1A kinase activity. Q63470. ADP-Glo luminescence, NFATc1 peptide. inhibition, % at 12.5 µM. 310,000 compounds, 0.43% hits. AID 504441; in the data active = inhibition above about 50%;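 note: plate controls were vehicle with enzyme for no effect and no enzyme for full effect; many of its hits are not listed in these tables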
HSP90 inh – HSP90 refolding inhibition in rabbit reticulocyte lysate; luciferase refolding luminescence, 3 h; inhibition, % at 5.6 µM; 290,000 compounds, 0.91% hits;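 active = inhibition above the screen-wide mean plus 3 SD, computed separately per campaign, cut at about 16% in these data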;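 note: 0% = DMSO wells and 100% = 60 µM geldanamycin wells; inhibitors lower the luminescence because luciferase stays unfolded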
GSK3B inh – inhibitors of human GSK3beta kinase | P49841 | AID 2097 | 300,000 compounds, 0.038% hits | activity score (negative = inhibition), % at 10 µM | GST-GSK3beta kinase, ADP-Glo luminescence, 60 min; stronger effect = lower value;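 active = more than half of replicate wells score below -50%, meaning over 50% inhibition versus plate controls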;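 note: 0% = median DMSO wells and -100% = median GW8510 positive control wells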
Target sequence (P49841 whole entry, looked up): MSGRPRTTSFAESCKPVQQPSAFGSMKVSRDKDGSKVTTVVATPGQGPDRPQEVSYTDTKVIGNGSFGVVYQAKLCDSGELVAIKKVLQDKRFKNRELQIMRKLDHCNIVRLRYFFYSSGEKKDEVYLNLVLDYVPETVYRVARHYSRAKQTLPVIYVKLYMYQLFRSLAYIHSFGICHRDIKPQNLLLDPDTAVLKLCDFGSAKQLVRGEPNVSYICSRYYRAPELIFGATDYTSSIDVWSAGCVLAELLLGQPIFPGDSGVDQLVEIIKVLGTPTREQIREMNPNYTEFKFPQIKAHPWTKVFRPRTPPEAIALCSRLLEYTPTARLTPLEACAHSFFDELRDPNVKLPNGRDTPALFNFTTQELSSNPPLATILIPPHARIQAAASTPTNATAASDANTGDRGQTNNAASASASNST
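Test system – GST-tagged human GSK3beta kinase, cell-free · Incubation – 60 min enzyme reaction, room temperature · Signal – ADP-Glo luminescence · Also added – peptide substrate and ATP at 25 µM · Controls – DMSO neutral wells and GW8510 at 20 µM as positive · Buffer or medium – Tris/MgCl2 kinase buffer · Measure – Luminescence-derived activity versus plate DMSO and GW8510 wells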
GSK3 alpha inh – inhibitors of human GSK-3 alpha kinase. AID 2650. P49840. ADP-Glo luminescence, 60 min. inhibition, % at 10 µM. 320,000 compounds, 0.1% hits;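 in the data active = inhibition above about 50%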;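 note: GST-tagged GSK-3 alpha with peptide substrate and 25 µM ATP; 0% = DMSO neutral wells and 100% = GW8510 positive control wells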
PolyA inhibitor – inhibitors of polyadenylation in S. cerevisiae | S. cerevisiae SKY197-pL101 polyadenylation reporter, beta-gal luminescence; efflux-impaired pdr1/pdr3 knockout yeast; score 100 = 6 SD above DMSO | calls only at 12 µM | 300,000 compounds, 0.02% hits;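 active = lowest replicate activity score at least 50, where 100 means six control SD above control mean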;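 note: yeast exposed to compound for 9 h at 30 °C; higher score means more reporter readthrough which indicates perturbed polyadenylation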
HSF1 activator – increases HSF-1 driven luciferase reporter signal | NIH3T3-HGL HSF-1 luciferase reporter, MG132, 8 h; 100% = twice DMSO control signal | activation, % at 9 µM | 300,000 compounds, 1.7% hits;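 active = mean replicate activation of at least 50% with a set share of replicates each reaching 50%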;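 note: 0% = median of the neutral control wells and 100% = twice that signal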
HSF1 inhib – HSF1 inhibition; NIH3T3-HGL HSE-luciferase, MG132-induced, luminescence 8 h; stronger effect = lower value; activity change, negative = inhibition, % at 7.5 µM (by protocol); 300,000 compounds, 0.77% hits; AID 2098;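 active = more than half of replicate wells show activity change below -50%, luminescence cut by over half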;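 note: luciferase reports HSF-1 transcriptional activity via heat shock element; 0% = median of DMSO wells and -100% = zero luminescence signal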
AI-2 QS modul – Vibrio harveyi AI-2 quorum sensing modulation. Vibrio harveyi JMH597 AI-2 luminescence/OD600 ratio, 9 h; stronger effect = lower value; strain lacks LuxN and CqsS sensors; 0 = neutral-control median. activity change, % at 7.5 µM. 300,000 compounds, 0.4% hits; in the data active = activity change below about -75%, passing the limit was not always enough;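 note: luminescence divided by OD600 gain over 9 h not by final OD600 alone; inactives centre near 13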
Platelet DG rel – platelet dense granule release activity; inhibition, %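 (compounds screened at 7.5 µM in platelet-rich plasma)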; human platelet-rich plasma, SFLLRN dense granule ATP release, luminescence; AID 1663; 300,000 compounds, 0.22% hits;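 active = mean replicate score, as percent of positive control, at or above 50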
The depositor's hits bear a star.

Screening CCOC(=O)C1CCN(c2c([N+](=O)[O-])c(C(Cl)Cl)nn2-c2ccccc2)CC1 returned HDAC3 inh -5, DYRK1A inh -5, HSP90 inh 2, GSK3B inh 2, GSK3 alpha inh -6, PolyA inhibitor inactive, HSF1 activator 5, HSF1 inhib -2, AI-2 QS modul 12 and Platelet DG rel -1.
Cc1ccc(N(CCC(=O)O)S(=O)(=O)c2ccccc2)cc1 was read as HDAC3 inh 0, DYRK1A inh -1, HSP90 inh 10, GSK3B inh 1, GSK3 alpha inh -4, PolyA inhibitor inactive, HSF1 activator 0, HSF1 inhib -2, AI-2 QS modul 1 and Platelet DG rel 10.
For CCCCCCC/C=N/Nc1nnc(Cc2ccccc2)c(=O)[nH]1 the results were HDAC3 inh -4, DYRK1A inh -1, HSP90 inh 4, GSK3B inh 0, GSK3 alpha inh -3, PolyA inhibitor inactive, HSF1 activator 2, HSF1 inhib -2, AI-2 QS modul 8 and Platelet DG rel -4.
`CC(C)c1ccccc1NC(=S)N(C)C` gave HDAC3 inh -12, DYRK1A inh 2, HSP90 inh 3, GSK3B inh -9, GSK3 alpha inh -2, PolyA inhibitor inactive, HSF1 activator 12, HSF1 inhib -5, AI-2 QS modul 7 and Platelet DG rel 1.
Screening Cc1cccc(OCC(=O)NCc2nc(-c3ccccc3)no2)c1 returned HDAC3 inh -6, DYRK1A inh 0, HSP90 inh -5, GSK3B inh -1, GSK3 alpha inh 1, PolyA inhibitor inactive, HSF1 activator -3, HSF1 inhib 3, AI-2 QS modul 23 and Platelet DG rel -6.
`NS(=O)(=O)c1ccc(NC(=S)NC(=O)c2cccs2)cc1` gave HDAC3 inh 5, DYRK1A inh -9, HSP90 inh 0, GSK3B inh -2, GSK3 alpha inh -2, PolyA inhibitor inactive, HSF1 activator 9, HSF1 inhib 5, AI-2 QS modul 21 and Platelet DG rel -2.
For COc1ccccc1-c1nc2ccccc2c(=O)n1O the results were HDAC3 inh -11, DYRK1A inh 0, HSP90 inh 1, GSK3B inh 4, GSK3 alpha inh -1, PolyA inhibitor inactive, HSF1 activator -5, HSF1 inhib 0, AI-2 QS modul -1 and Platelet DG rel -1.
`Cn1c(=O)c2c(nc(CN3CCN(c4cccc(Cl)c4)CC3)n2CCc2ccccc2)n(C)c1=O` gave HDAC3 inh -8, DYRK1A inh 5, HSP90 inh 1, GSK3B inh -1, GSK3 alpha inh -1, PolyA inhibitor inactive, HSF1 activator 16, HSF1 inhib 7, AI-2 QS modul 16 and Platelet DG rel -4.
CCOC(=O)c1nnn(-c2nonc2N)c1COc1c(C=O)cccc1OC was read as HDAC3 inh 2, DYRK1A inh 9, HSP90 inh 5, GSK3B inh -2, PolyA inhibitor inactive, HSF1 activator 43, HSF1 inhib 9, AI-2 QS modul 12 and Platelet DG rel -3.
Screening Cc1[nH]c2ccc(F)cc2c(=O)c1SC(F)(F)C(F)C(F)(F)F (centres undefined) returned HDAC3 inh 10, DYRK1A inh -2, HSP90 inh 0, GSK3B inh 2, GSK3 alpha inh -1, PolyA inhibitor inactive, HSF1 activator 0, HSF1 inhib -5, AI-2 QS modul 13 and Platelet DG rel 2.
For COC(=O)c1[nH]c2ccc(C)cc2c1NC(=O)CN1CCCC(C)(C)C1 the results were HDAC3 inh 5, DYRK1A inh 4, HSP90 inh 2, GSK3B inh -7, GSK3 alpha inh -3, PolyA inhibitor inactive, HSF1 activator -17, HSF1 inhib -3, AI-2 QS modul 3 and Platelet DG rel -10.
For COC(=O)CSc1nnc2n(-c3ccc(OC)cc3)c(=O)c3c4c(sc3n12)CCCCC4 the results were HDAC3 inh -10, DYRK1A inh 1, HSP90 inh 5, GSK3B inh 0, GSK3 alpha inh 1, PolyA inhibitor inactive, HSF1 activator 13, HSF1 inhib -6, AI-2 QS modul 23 and Platelet DG rel 2.
`Cc1cc(-c2cc(C(=O)O)c3ccccc3n2)c(C)s1` gave HDAC3 inh 5, DYRK1A inh 0, HSP90 inh 0, GSK3B inh -1, GSK3 alpha inh -5, PolyA inhibitor inactive, HSF1 activator 3, HSF1 inhib -7, AI-2 QS modul 19 and Platelet DG rel 2.
Screening Cc1ccc(C(=O)OCCc2c(C)[nH]n(-c3ccccc3)c2=O)cc1 returned HDAC3 inh -5, DYRK1A inh 1, HSP90 inh 3, GSK3B inh 1, GSK3 alpha inh -1, PolyA inhibitor inactive, HSF1 activator 19, HSF1 inhib -9, AI-2 QS modul 25 and Platelet DG rel -2.
`Cc1cc(C(=O)NCCC2=CCCCC2)no1` gave HDAC3 inh -1, DYRK1A inh -2, HSP90 inh -2, GSK3B inh -1, GSK3 alpha inh -1, PolyA inhibitor inactive, HSF1 activator 51*, HSF1 inhib 15, AI-2 QS modul 5 and Platelet DG rel -3.
`CCSc1ncc(Cl)c(C(=O)Nc2ccc(S(=O)(=O)Nc3ncccn3)cc2)n1` gave HDAC3 inh 0, DYRK1A inh 1, HSP90 inh -2, GSK3B inh -3, GSK3 alpha inh 0, PolyA inhibitor inactive, HSF1 activator 3, HSF1 inhib -9, AI-2 QS modul 17 and Platelet DG rel -1.
`CC[C@H](C)[C@H](NC(=O)OCc1ccccc1)C(=O)OCC(=O)Nc1ccc(N2CCOCC2)cc1` gave DYRK1A inh -3, GSK3B inh -3, GSK3 alpha inh -3, PolyA inhibitor inactive, HSF1 activator 1, HSF1 inhib 1, AI-2 QS modul 16 and Platelet DG rel -5.
`COC(=O)c1ccccc1Sc1snnc1C` gave HDAC3 inh -6, DYRK1A inh 0, HSP90 inh 1, GSK3B inh 2, GSK3 alpha inh 0, PolyA inhibitor inactive, HSF1 activator -5, HSF1 inhib 2, AI-2 QS modul 0 and Platelet DG rel -2.
`COc1ccccc1NC(=O)CNC(=O)c1ccccc1C` gave HDAC3 inh -2, DYRK1A inh 5, HSP90 inh -1, GSK3B inh 3, GSK3 alpha inh 0, PolyA inhibitor inactive, HSF1 activator 14, HSF1 inhib -13, AI-2 QS modul 7 and Platelet DG rel -2.
Screening CS(=O)(=O)N1CCN(c2ccccc2NC(=O)c2ccc(Br)o2)CC1 returned HDAC3 inh 5, DYRK1A inh 43, HSP90 inh -1, GSK3B inh 2, GSK3 alpha inh 53*, PolyA inhibitor inactive, HSF1 activator -5, HSF1 inhib 0, AI-2 QS modul 19 and Platelet DG rel 6.

An excerpt from above in order of heavy-atom count, falling:
For COC(=O)c1[nH]c2ccc(C)cc2c1NC(=O)CN1CCCC(C)(C)C1 the results were HDAC3 inh 5, DYRK1A inh 4, HSP90 inh 2, GSK3B inh -7, GSK3 alpha inh -3, PolyA inhibitor inactive, HSF1 activator -17, HSF1 inhib -3, AI-2 QS modul 3 and Platelet DG rel -10.
Screening CS(=O)(=O)N1CCN(c2ccccc2NC(=O)c2ccc(Br)o2)CC1 returned HDAC3 inh 5, DYRK1A inh 43, HSP90 inh -1, GSK3B inh 2, GSK3 alpha inh 53*, PolyA inhibitor inactive, HSF1 activator -5, HSF1 inhib 0, AI-2 QS modul 19 and Platelet DG rel 6.
`NS(=O)(=O)c1ccc(NC(=S)NC(=O)c2cccs2)cc1` gave HDAC3 inh 5, DYRK1A inh -9, HSP90 inh 0, GSK3B inh -2, GSK3 alpha inh -2, PolyA inhibitor inactive, HSF1 activator 9, HSF1 inhib 5, AI-2 QS modul 21 and Platelet DG rel -2.
`Cc1cc(-c2cc(C(=O)O)c3ccccc3n2)c(C)s1` gave HDAC3 inh 5, DYRK1A inh 0, HSP90 inh 0, GSK3B inh -1, GSK3 alpha inh -5, PolyA inhibitor inactive, HSF1 activator 3, HSF1 inhib -7, AI-2 QS modul 19 and Platelet DG rel 2.

(cont.)
Screening COc1ccc(S(=O)(=O)N2CCOCC2)cc1NC(=O)c1ccccc1C returned HDAC3 inh 0, DYRK1A inh 0, HSP90 inh 4, GSK3B inh 5, GSK3 alpha inh 0, PolyA inhibitor inactive, HSF1 activator -5, HSF1 inhib -4, AI-2 QS modul 25 and Platelet DG rel -5.
CN(C)c1nc(=S)nc(NCc2ccccc2)[nH]1 was read as HDAC3 inh 4, DYRK1A inh -10, HSP90 inh -1, GSK3B inh -1, GSK3 alpha inh 0, PolyA inhibitor inactive, HSF1 activator 15, HSF1 inhib -10, AI-2 QS modul 29 and Platelet DG rel 7.
`CC(C)(C)c1cc(N/C=C\c2nnnn2-c2ccc(Br)cc2)no1` gave HDAC3 inh 3, DYRK1A inh -4, HSP90 inh 0, GSK3B inh 1, GSK3 alpha inh 10, PolyA inhibitor inactive, HSF1 activator 13, HSF1 inhib 1, AI-2 QS modul 16 and Platelet DG rel 3.
CN1CCN(CC#CC(C)(O)C2CC3C=CC2C3)CC1 (centres undefined) was read as HDAC3 inh 11, DYRK1A inh -1, HSP90 inh -1, GSK3B inh 1, GSK3 alpha inh -2, PolyA inhibitor inactive, HSF1 activator -4, HSF1 inhib 3, AI-2 QS modul -7 and Platelet DG rel 14.
Screening O=C(Cn1cnc2sc3c(c2c1=O)CCCC3)NCC(=O)Nc1ccccc1F returned HDAC3 inh -4, DYRK1A inh -1, HSP90 inh 1, GSK3B inh 1, GSK3 alpha inh -3, PolyA inhibitor inactive, HSF1 activator 1, HSF1 inhib -3, AI-2 QS modul 14 and Platelet DG rel -3.
Screening Clc1ccc(Cc2nnc(-c3cccs3)o2)cc1 returned HDAC3 inh 9, DYRK1A inh 19, HSP90 inh -6, GSK3B inh -1, PolyA inhibitor inactive, HSF1 activator 32, HSF1 inhib 21, AI-2 QS modul -33 and Platelet DG rel 0.
`Cc1csc2ncc(C(=O)NCc3ccc4c(c3)OCO4)c(=O)n12` gave HDAC3 inh -3, GSK3B inh 2, GSK3 alpha inh 0, PolyA inhibitor inactive, HSF1 activator 4, HSF1 inhib -2, AI-2 QS modul 20 and Platelet DG rel 2.
For Cc1ccccc1Nc1nc(N)nc(COC(=O)c2cccc(S(=O)(=O)N(C)c3ccccc3)c2)n1 the results were HDAC3 inh -1, DYRK1A inh 1, HSP90 inh 3, GSK3B inh 3, GSK3 alpha inh 5, PolyA inhibitor inactive, HSF1 activator 12, HSF1 inhib 3, AI-2 QS modul 50 and Platelet DG rel 2.
`O=C(NCc1ccccc1OC(F)(F)F)C1CCC(=O)N(Cc2ccccn2)C1` (centres undefined) gave HDAC3 inh -3, HSP90 inh -7, GSK3B inh -6, GSK3 alpha inh -1, PolyA inhibitor inactive, HSF1 activator -7, HSF1 inhib -2, AI-2 QS modul -1 and Platelet DG rel -4.
`Cc1ccccc1NC(=O)c1ccc2c(O)c(S(=O)(=O)c3ccccc3)c(=O)[nH]c2c1` gave HDAC3 inh 1, DYRK1A inh 4, HSP90 inh 2, GSK3B inh 3, GSK3 alpha inh 0, PolyA inhibitor inactive, HSF1 activator 3, HSF1 inhib 2, AI-2 QS modul 1 and Platelet DG rel 5.

Not all compounds are listed, so the mix of outcomes need not match the whole.
